Screening data from PubChem BioAssay.
LEDGF integ inh: blockers of LEDGF/p75-dependent integrase strand transfer – biochemical, TR-FRET, high throughput, primary screen. HIV-1 integrase (with human LEDGF/p75). TR-FRET IN-LEDGF/p75 DNA integration, Eu/Cy5. AID 743269, 2014. 370,000 compounds, 0.64% hits. inhibition, % at 3.7 µM;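 active = inhibition above the screen-wide mean plus 3 SD, cut at about 13% in these data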;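 note: signal is the Cy5 over europium emission ratio at 671 and 618 nm; 0% = plate median of compound wells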
SIAE inh: human SIAE inhibitors, primary screen, biochemical, fluorescence polarization, FP-Rh probe, 1536-well HTS; SIAE FP-Rh probe binding; inhibition, % at 9.66 µM; 370,000 compounds, 0.69% hits;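 active = inhibition above a cutoff: mean of compounds within the control limits plus 3 SD of those, cut at about 17% in these data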;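 note: 0% = plate median of compound wells and 100% = probe without SIAE protein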
rCAG binder: binders of r(CAG) RNA repeats, primary screen, biochemical, fluorescence; r(CAG) RNA repeat, TO-PRO-1 dye displacement fluorescence; inhibition, % at 3 µM; 370,000 compounds, 1.3% hits;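 active = inhibition above the plate cutoff, the mean of all test compounds on that plate plus 3 SD, cut at about 35% in these data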;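 note: 0% = DMSO alone and 100% = 100 µM mitoxantrone as full dye displacement; higher means more dye released from RNA so lower well fluorescence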
PG9 binder: binders of HIV-1 gp120 antibody PG9, primary screen, biochemical, TR-FRET | AID 624416, 2012 | 360,000 compounds, 0.43% hits | TR-FRET gp120-PG9 antibody binding | HIV-1 gp120 / PG9 antibody interaction | inhibition, % at 6.7 µM; in the data active = inhibition above about 8.5%
TCR CD3 inh: inhibitors of human TCR-CD3 interaction, primary screen, biochemical, fluorescence, TAMRA-labeled TCR probe. AID 651800, 2012. T-cell receptor (TCR). 360,000 compounds, 0.37% hits. inhibition, % at 9.4 µM; in the data active = inhibition above about 19%;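 note: recombinant mutant TCR 2C K166C tagged with TAMRA read by polarization; 0% = receptor in buffer alone and 100% = receptor with positive control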
HTRA1 inhibitor: HTRA1 serine protease inhibitors, primary screen, biochemical, fluorescence polarization, HTS. 340,000 compounds, 0.5% hits. recombinant HTRA1, FP-rhodamine activity-based probe. Q92743. inhibition, % at 5.96 µM; in the data active = inhibition above about 36%;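 note: 0% = enzyme with DMSO and 100% = wells lacking enzyme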
Rev-erbA mod: modulators of Rev-erb alpha DNA binding, primary screen, biochemical, FITC-DNA, fluorescence polarization, uHTS; Nuclear receptor subfamily 1 group D member 1 (Homo sapiens), P20393; Rev-erbα–FITC-DNA binding, 90 min; activity, % at 10 µM; 370,000 compounds, 0.79% hits; AID 1259318, 2017;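 active = activity above about 14%, limit read from the data; passing the limit was not always enough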;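 note: 0% = DMSO wells with 35 nM protein and 100% = DMSO wells with 750 nM protein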
TDP2 inh: human TDP2 enzyme inhibitors, primary screen, biochemical, epi absorbance, recombinant enzyme | inhibition, % at 12.8 µM | 370,000 compounds, 0.34% hits | AID 720702, 2013 | T5PNP hydrolysis, p-nitrophenol absorbance 415 nm;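 active = inhibition above the mean of all tested compounds plus 3 SD, set per campaign, cut at about 25% in these data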;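 note: 0% = DMSO with enzyme and 100% = buffer with substrate but no TDP2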
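Evaluation: % inhibition relative to enzyme-containing and enzyme-free wells. Material: recombinant human TDP2. Benchmarks: enzyme-free and DMSO wells. Timing: enzyme reaction with compound for 2 h at 37 °C. Compound dosing: 12.8 µM only. Measured by: p-Nitrophenol epi absorbance. Reagent: T5PNP substrate at 5 mM, a TopII-DNA adduct mimic. Replication: single well per compound.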
PRMT1 inh: PRMT1 methyltransferase inhibitors, primary screen, biochemical, fluorescence polarization | AID 652257, 2013 | Protein arginine N-methyltransferase 1 (Homo sapiens), Q99873 | 370,000 compounds, 1.3% hits | recombinant PRMT1, activity-based probe fluorescence polarization | inhibition, % at 2.79 µM;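 active = inhibition above about 21% made by adding two undisclosed values, limit read from the data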
Target sequence (Q99873 whole entry, looked up): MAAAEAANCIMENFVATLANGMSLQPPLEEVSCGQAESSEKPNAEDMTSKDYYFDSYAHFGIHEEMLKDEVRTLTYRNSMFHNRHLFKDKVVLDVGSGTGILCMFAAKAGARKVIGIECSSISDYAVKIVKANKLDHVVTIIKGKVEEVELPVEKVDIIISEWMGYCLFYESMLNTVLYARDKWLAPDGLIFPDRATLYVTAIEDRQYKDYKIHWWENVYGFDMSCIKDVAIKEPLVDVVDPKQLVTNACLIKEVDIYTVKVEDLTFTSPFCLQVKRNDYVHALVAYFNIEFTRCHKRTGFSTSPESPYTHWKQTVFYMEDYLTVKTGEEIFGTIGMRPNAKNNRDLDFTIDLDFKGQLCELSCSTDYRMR
mABHD4 FP: ABHD4 inhibitors, primary screen, biochemical, fluorescence polarization, mouse; (Lyso)-N-acylphosphatidylethanolamine lipase (Mus musculus), Q8VD66; purified mABHD4, FP-Rh probe fluorescence polarization; inhibition, % at 8.92 µM; 370,000 compounds, 0.54% hits;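 active = inhibition exceeding the mean over every tested compound plus 3 SD, cut at about 30% in these data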;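 note: 0% = plate median of compound wells and 100% = S159A mutant with DMSO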
Target sequence (Q8VD66 whole entry, looked up): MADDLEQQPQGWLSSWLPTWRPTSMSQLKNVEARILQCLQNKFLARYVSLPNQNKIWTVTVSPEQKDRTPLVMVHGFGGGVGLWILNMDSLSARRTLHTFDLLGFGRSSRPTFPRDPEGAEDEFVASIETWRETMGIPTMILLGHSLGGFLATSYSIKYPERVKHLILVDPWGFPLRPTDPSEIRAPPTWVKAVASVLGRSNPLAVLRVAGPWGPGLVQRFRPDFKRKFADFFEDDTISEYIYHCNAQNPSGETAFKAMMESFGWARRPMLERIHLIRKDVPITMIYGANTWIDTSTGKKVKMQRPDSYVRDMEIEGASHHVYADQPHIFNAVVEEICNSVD
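Assay system: wild-type mouse ABHD4 protein; compound: single nominal dose of 8.92 µM, 0.89% DMSO final; schedule: 45 min + 60 min at 25 °C; measured by: FP readout, ex 525 nm / em 598 nm; evaluation: % inhibition of FP-Rh probe binding versus controls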
* = called active by the depositor.

Screening COc1ccc(CN2C(=NC(=O)C3CCCO3)SC3CS(=O)(=O)CC32)cc1OC (configuration not stated) returned LEDGF integ inh 1, SIAE inh 0, rCAG binder -4, PG9 binder -0.1, TCR CD3 inh -5, HTRA1 inhibitor 4, Rev-erbA mod -7, TDP2 inh -4, PRMT1 inh 6 and mABHD4 FP -5.
For Cc1ccc(NC(=O)CN(C)C(=O)c2ccc(C(F)(F)F)cc2)cc1 the results were LEDGF integ inh 0, SIAE inh -4, rCAG binder -7, PG9 binder -1.6, TCR CD3 inh -1, HTRA1 inhibitor -3, Rev-erbA mod 6, TDP2 inh -5, PRMT1 inh 0 and mABHD4 FP 3.
Cc1noc(C)c1C(=O)Nc1cccc(S(=O)(=O)N2CCCCC2)c1 was read as LEDGF integ inh 3, SIAE inh 1, rCAG binder 2, PG9 binder 1.7, TCR CD3 inh -5, HTRA1 inhibitor 3, Rev-erbA mod 4, TDP2 inh -1, PRMT1 inh 2 and mABHD4 FP -12.
Oc1ccc(Cl)cc1CNCc1ccc(C(F)(F)F)cc1 was read as LEDGF integ inh -5, SIAE inh -4, rCAG binder -2, PG9 binder -1.1, TCR CD3 inh -2, HTRA1 inhibitor -7, Rev-erbA mod -2, TDP2 inh 0, PRMT1 inh -1 and mABHD4 FP 2.
CCCOc1cccc(C(=O)Nc2cccc3ncccc23)c1 was read as LEDGF integ inh 0, SIAE inh 4, rCAG binder -2, PG9 binder -0.8, TCR CD3 inh 2, HTRA1 inhibitor -8, Rev-erbA mod -2, TDP2 inh 1, PRMT1 inh 1 and mABHD4 FP -5.
For COc1ccc(NC(=O)COc2nc3ccccc3nc2N2CCOCC2)c(OC)c1 the results were LEDGF integ inh 3, SIAE inh -10, rCAG binder -2, PG9 binder -3.8, TCR CD3 inh -5, HTRA1 inhibitor 7, Rev-erbA mod 24*, TDP2 inh -19, PRMT1 inh -2 and mABHD4 FP -5.
For Cc1cc(C)c(C(=O)COC(=O)CNC(=O)c2ccccc2C)c(C)c1 the results were LEDGF integ inh 0, SIAE inh 6, rCAG binder -9, PG9 binder 3.2, TCR CD3 inh -7, HTRA1 inhibitor 1, Rev-erbA mod -6, TDP2 inh 12, PRMT1 inh -2 and mABHD4 FP 2.
For Cc1ccc(C(=O)Nc2ccccc2N2CCN(C(=O)C(C)C)CC2)cc1C the results were LEDGF integ inh 0, SIAE inh 4, rCAG binder -4, PG9 binder -1.4, TCR CD3 inh 0, HTRA1 inhibitor -15, Rev-erbA mod 1, TDP2 inh -3, PRMT1 inh 0 and mABHD4 FP 3.
Screening O=C(OC1CCCC1)c1ccc(Cl)cc1Cl returned LEDGF integ inh 2, SIAE inh 3, rCAG binder 2, PG9 binder -0.3, TCR CD3 inh -3, HTRA1 inhibitor 4, Rev-erbA mod 1, TDP2 inh -8, PRMT1 inh -3 and mABHD4 FP -3.
CC(=O)Nc1ccc(OCC(=O)NCc2ccc3c(c2)OCO3)cc1 was read as LEDGF integ inh 4, SIAE inh -3, rCAG binder -4, PG9 binder -0.2, TCR CD3 inh 6, HTRA1 inhibitor -1, Rev-erbA mod 2, TDP2 inh 2, PRMT1 inh 2 and mABHD4 FP 0.
`CCC(C)NC(=O)CN(c1cc(Cl)cc(Cl)c1)S(C)(=O)=O` (configuration not stated) gave LEDGF integ inh 0, SIAE inh 3, rCAG binder -3, PG9 binder -1.9, TCR CD3 inh -4, HTRA1 inhibitor -7, Rev-erbA mod -7, TDP2 inh 12, PRMT1 inh 2 and mABHD4 FP 9.
`CC(=O)c1c(C)[nH]c(C(=O)OCC(=O)N2c3ccccc3NC(=O)C2(C)C)c1C` gave LEDGF integ inh -2, SIAE inh 4, rCAG binder 0, PG9 binder -2.4, TCR CD3 inh 2, HTRA1 inhibitor -3, Rev-erbA mod -3, TDP2 inh 3, PRMT1 inh 4 and mABHD4 FP 1.
For Cc1ccccc1OCCC(=O)OCC(=O)NC(C)c1ccccc1 (configuration not stated) the results were LEDGF integ inh 1, SIAE inh -1, rCAG binder -8, PG9 binder 1.6, TCR CD3 inh -6, HTRA1 inhibitor 2, Rev-erbA mod 0, TDP2 inh -3, PRMT1 inh 2 and mABHD4 FP -10.
For O=[N+]([O-])c1cc(Cl)ccc1N1CCCC1 the results were LEDGF integ inh -2, SIAE inh 1, rCAG binder -4, PG9 binder 0.2, TCR CD3 inh 3, HTRA1 inhibitor 0, Rev-erbA mod 1, TDP2 inh -3, PRMT1 inh -1 and mABHD4 FP -1.
`CCOC(=O)C1=C(C)N(Cc2ccc(C(=O)O)cc2)C(=O)NC1c1ccc([N+](=O)[O-])cc1` (configuration not stated) gave LEDGF integ inh 1, SIAE inh -4, rCAG binder 8, PG9 binder 0.2, TCR CD3 inh 1, HTRA1 inhibitor 2, Rev-erbA mod -4, TDP2 inh 0, PRMT1 inh 3 and mABHD4 FP 9.
`O=C(CN1CCC(O)(c2ccc(F)cc2)CC1)NCc1ccc(F)cc1` gave LEDGF integ inh 2, SIAE inh -5, rCAG binder -6, PG9 binder 0.2, TCR CD3 inh 9, HTRA1 inhibitor 9, Rev-erbA mod 0, TDP2 inh 3, PRMT1 inh 0 and mABHD4 FP -6.
CCC(=O)NC(=S)Nc1ccc(NC(=O)c2cc3ccccc3o2)c(OC)c1 was read as LEDGF integ inh 0, SIAE inh -6, rCAG binder 3, PG9 binder 0.0, TCR CD3 inh 4, Rev-erbA mod 2, TDP2 inh -8, PRMT1 inh -7 and mABHD4 FP -1.
Screening Cc1[nH]nc2c1C(C(C)C)C(C#N)=C(N)O2 (configuration not stated) returned LEDGF integ inh -8, SIAE inh 0, rCAG binder 0, PG9 binder -1.7, TCR CD3 inh 3, HTRA1 inhibitor 10, Rev-erbA mod 9, TDP2 inh 1, PRMT1 inh 1 and mABHD4 FP -1.
Cc1ccccc1-c1n[nH]c(=S)n1/N=C/c1c(C)nn(-c2ccccc2)c1C was read as LEDGF integ inh 4, SIAE inh -4, rCAG binder 3, PG9 binder -2.6, TCR CD3 inh 8, HTRA1 inhibitor -1, Rev-erbA mod -2, TDP2 inh -8, PRMT1 inh -1 and mABHD4 FP 1.
`CCOc1ccc2nc(NC(=O)CN3CCN(CC)CC3)sc2c1` gave LEDGF integ inh 6, SIAE inh 4, rCAG binder -5, PG9 binder -0.2, TCR CD3 inh 6, HTRA1 inhibitor 5, Rev-erbA mod 10, TDP2 inh 5, PRMT1 inh -5 and mABHD4 FP 4.
Screening Cc1ccc(NC(=O)c2cc(S(=O)(=O)N3CCCC3)cn2C)cc1 returned LEDGF integ inh 2, SIAE inh 1, rCAG binder 2, PG9 binder -1.1, TCR CD3 inh -2, HTRA1 inhibitor 3, Rev-erbA mod 1, TDP2 inh 0, PRMT1 inh -2 and mABHD4 FP -2.
Screening CC1(C(=O)NS(=O)(=O)c2cccs2)CCN1C(=O)C1CC1 (configuration not stated) returned LEDGF integ inh -1, SIAE inh 1, rCAG binder 2, PG9 binder -0.5, TCR CD3 inh -2, Rev-erbA mod 1, TDP2 inh 16, PRMT1 inh 3 and mABHD4 FP 2.
`O=C(NCc1ccccn1)c1cc(-c2ccc(Br)cc2)nc2ccccc12` gave LEDGF integ inh 2, SIAE inh 0, rCAG binder 2, PG9 binder 0.1, TCR CD3 inh 5, HTRA1 inhibitor -6, Rev-erbA mod 3, TDP2 inh -5, PRMT1 inh -2 and mABHD4 FP -2.
Screening CCCC(C)C(=O)Nc1ccc(F)c(Cl)c1 (configuration not stated) returned LEDGF integ inh -4, SIAE inh -5, rCAG binder -6, PG9 binder -2.1, TCR CD3 inh -2, HTRA1 inhibitor -1, Rev-erbA mod -3, TDP2 inh -8, PRMT1 inh 4 and mABHD4 FP -3.
Nc1nc2n(n1)C(c1ccco1)CC(c1ccc(Cl)cc1)N2 (configuration not stated) was read as LEDGF integ inh -2, SIAE inh 2, rCAG binder 8, PG9 binder -1.2, TCR CD3 inh 11, HTRA1 inhibitor 3, Rev-erbA mod -6, TDP2 inh -6, PRMT1 inh -1 and mABHD4 FP 0.
For CC(C)NC(=O)c1cc2c(C(F)(F)F)nn(C)c2s1 the results were LEDGF integ inh 0, SIAE inh 1, rCAG binder -1, PG9 binder -2.1, TCR CD3 inh 11, HTRA1 inhibitor 11, Rev-erbA mod -4, TDP2 inh 0, PRMT1 inh 1 and mABHD4 FP 2.
For COc1cccc(CNC(=O)CCC2CCCN(C(=O)c3ccc(OC)o3)C2)c1 (configuration not stated) the results were LEDGF integ inh 1, SIAE inh 11, rCAG binder -2, PG9 binder -0.7, TCR CD3 inh 7, HTRA1 inhibitor 1, Rev-erbA mod 2, TDP2 inh 5, PRMT1 inh -1 and mABHD4 FP -2.

Three consecutive records already listed:
Nc1nc2n(n1)C(c1ccco1)CC(c1ccc(Cl)cc1)N2 (configuration not stated) was read as LEDGF integ inh -2, SIAE inh 2, rCAG binder 8, PG9 binder -1.2, TCR CD3 inh 11, HTRA1 inhibitor 3, Rev-erbA mod -6, TDP2 inh -6, PRMT1 inh -1 and mABHD4 FP 0.
For CC(C)NC(=O)c1cc2c(C(F)(F)F)nn(C)c2s1 the results were LEDGF integ inh 0, SIAE inh 1, rCAG binder -1, PG9 binder -2.1, TCR CD3 inh 11, HTRA1 inhibitor 11, Rev-erbA mod -4, TDP2 inh 0, PRMT1 inh 1 and mABHD4 FP 2.
For COc1cccc(CNC(=O)CCC2CCCN(C(=O)c3ccc(OC)o3)C2)c1 (configuration not stated) the results were LEDGF integ inh 1, SIAE inh 11, rCAG binder -2, PG9 binder -0.7, TCR CD3 inh 7, HTRA1 inhibitor 1, Rev-erbA mod 2, TDP2 inh 5, PRMT1 inh -1 and mABHD4 FP -2.

Not all compounds are listed. The share of hits here may be higher or lower than overall.
